Screening results (PubChem)
D1 antagonist = human D1 dopamine receptor antagonism; HEK293 TREx D1 cells, calcium flux, dopamine EC80; stronger effect = lower value; P21728; hit rate 3.2% among 360,000; activity change, negative = inhibition, % at 10 µM; in the data active = activity change below about -30%; note: % is set by controls: 0 for no effect and ±100 for the full control effect
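Tetracycline-induced HEK293 Trex D1 cells, force-coupled to calcium, dye-loaded; compounds added and read 180 s, then EC80 dopamine added and calcium flux tracked kinetically another 180 s.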
Glioma ERSR ind = ER stress response induction in glioma; U87-MG GRP78 promoter luciferase reporter, 16 h; Potency, µM, without a hit: at the top dose activation, most hits filed as activators; hit rate 0.02% among 420,000; note: potency is the fitted concentration of half-maximal effect; series mostly up to about 76 µM; % of control where 0% means no effect; nearly all actives have a fitted effect of over 35% in size
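Stably transfected U87-MG human glioma cells carrying a GRP78-based luminescent sensor were seeded at 1000 cells/well, pin-dosed with compounds and incubated 16 h. Luciferase reagent was then added, and end-point luminescence was read after 10 min at room temperature.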
LDHA block = LDHA (human) enzyme inhibition; hit rate 0.15% among 480,000; purified LDHA, NADH/diaphorase-resazurin fluorescence; stronger effect = lower value; activity change, % (values are at about 110 or 230 µM); in the data active = activity change below about -30%; inconclusive = mostly about -25% to -30%;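 note: plate controls were DMSO wells for no effect and wells without enzyme for full effect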
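Remaining NADH was detected by diaphorase (0.133 mg/mL) converting 37 µM resazurin to fluorescent resorufin, read at 0 and 20 minutes. The preceding 5-minute room-temperature reaction used 2 nM LDHA, 0.2 mM sodium pyruvate and 0.06 mM NADH at pH 7.4.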
D1 potentiator = potentiators of human D1 dopamine receptor | HEK293 TREx D1 cells, calcium flux, dopamine EC20 potentiation | potentiation, % at 10 µM | hit rate 0.036% among 360,000 | P21728; in the data active = potentiation above about 30%; note: 0% is about no effect
D1 ag = activates the human D1 dopamine receptor. P21728. HEK293 T-REx D1 cells, calcium flux, agonist mode. activation, % at 2 µM. hit rate 1% among 360,000; in the data active = activation above about 30%; note: 0% is about no effect
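Agonism was scored from calcium flux recorded over 180 s (1 read/s) after pintool compound addition, following a 10-cycle baseline. Cells were inducible force-coupled HEK293 TREx D1, plated overnight at 30 C and loaded with no-wash calcium dye.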
D2 PAM = positive allosteric modulators of human D2 dopamine receptor; P14416; HEK293 T-REx D2, calcium flux, EC20 dopamine potentiation; potentiation, % at 10 µM; hit rate 0.34% among 340,000;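 active = potentiation over 3 SD above the plate norm, cut at about 30% in these data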; note: 0% is about no effect
Target sequence (P14416 whole entry, looked up): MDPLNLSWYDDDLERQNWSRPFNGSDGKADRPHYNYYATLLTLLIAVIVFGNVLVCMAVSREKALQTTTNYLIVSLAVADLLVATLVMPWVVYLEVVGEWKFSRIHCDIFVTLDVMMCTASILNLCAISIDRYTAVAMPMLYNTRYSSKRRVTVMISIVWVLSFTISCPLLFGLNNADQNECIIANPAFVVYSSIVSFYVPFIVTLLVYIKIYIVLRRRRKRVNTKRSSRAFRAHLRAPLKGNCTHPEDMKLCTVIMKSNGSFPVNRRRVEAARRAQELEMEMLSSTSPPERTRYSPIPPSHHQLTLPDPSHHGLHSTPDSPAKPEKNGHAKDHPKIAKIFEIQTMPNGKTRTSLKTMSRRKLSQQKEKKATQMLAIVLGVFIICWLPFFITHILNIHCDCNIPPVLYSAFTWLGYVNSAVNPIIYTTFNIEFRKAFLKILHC
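Using a no-wash calcium dye in inducible, force-coupled HEK293 Trex cells expressing D2, we tracked fluorescence each second for 180 s after compound, then for 180 s after EC20 dopamine to detect augmented signalling.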
RXFP1 ag = agonists of human relaxin receptor RXFP1; AID 2676; Potency, µM (series often up to 57.5 µM), for the others: at the top dose activation, usual class: activators; Q9HBX9; HEK293T-RXFP1 cAMP TR-FRET, 30 min; response scale: percent of porcine relaxin response, buffer zero; hit rate 0.3% among 370,000; note: potency is the fitted concentration of half-maximal effect; % is set by controls: 0 for no effect and ±100 for the full control effect; nearly all actives have a fitted effect of over 60% in size; many of its hits are not listed in these tables
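Agonist response is measured as cAMP accumulation in an RXFP1-transfected HEK293T line under PDE4 inhibition. Values are scaled between buffer-only and 29 nM porcine relaxin, and EC50s come from standard Hill equation fits.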
Vif-A3F inh = inhibitors of Vif-A3F interaction; HeLa A3F-eYFP + Vif (tagged APOBEC3F with the HIV-1 protein that degrades it), YFP fluorescence increase; Potency, µM (titrated, usually from 46.1 µM), inactives show at the top dose activity, negative = active; hit rate 0.2% among 390,000; AID 602313; note: potency is the fitted concentration of half-maximal effect; % of control where 0% means no effect; nearly all actives have a fitted effect of over 65% in size
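HeLa cells stably expressing Vif plus C-terminally eYFP-tagged A3F were seeded, incubated overnight at 37 deg C, dosed with compound, incubated overnight again at 37 deg C. Yellow fluorescence (Ex 488/Em 500-530) reported blocked Vif-mediated A3F-eYFP degradation.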
Vif-APOBEC3G blk = Vif-A3G binding inhibition; AID 602310; Potency, µM (top dose mostly 46.1 µM), inactives show at the top dose activity, negative = active, usual class: inhibitors; HeLa A3G-eYFP + Vif (tagged APOBEC3G with the HIV-1 protein that degrades it), YFP fluorescence, overnight; Q9HC16; hit rate 0.076% among 410,000;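 note: potency is the fitted concentration of half-maximal effect; % is set by controls: 0 for no effect and ±100 for the full control effect; nearly all actives have a fitted effect of over 60% in size; hits raise eYFP signal because A3G escapes Vif-driven loss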
Target sequence (Q9HC16 whole entry, looked up): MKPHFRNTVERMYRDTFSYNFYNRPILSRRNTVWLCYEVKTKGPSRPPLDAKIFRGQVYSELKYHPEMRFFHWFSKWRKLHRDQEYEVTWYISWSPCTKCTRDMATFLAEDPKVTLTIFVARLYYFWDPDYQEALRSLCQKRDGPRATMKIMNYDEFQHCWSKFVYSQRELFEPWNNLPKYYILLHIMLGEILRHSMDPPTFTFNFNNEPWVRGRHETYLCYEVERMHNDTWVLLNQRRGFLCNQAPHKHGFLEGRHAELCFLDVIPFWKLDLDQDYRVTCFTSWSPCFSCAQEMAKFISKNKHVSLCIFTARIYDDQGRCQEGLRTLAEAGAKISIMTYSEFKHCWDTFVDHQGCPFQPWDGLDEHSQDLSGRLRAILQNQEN
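Read-out is eYFP fluorescence (Ex 488/Em 500-530) from Vif-expressing HeLa A3G-eYFP cells; more signal means A3G escaped Vif-mediated degradation. Cells plated overnight, compound pinned in, incubated overnight at 37 deg C.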
* = called active by the depositor; ? = inconclusive; . = no result given; & = joins results of further samples. Unless noted, calls come from the whole dose curve; as a rule, active = well fitted curve in the direction sought with a large enough effect; inconclusive = small, poorly fitted or top-dose-only effect, or another doubt; inactive = no such curve, though single readings can be large; an effect the other way counts as inactive or inconclusive. Some of the compounds tested; rates above refer to the full screens.

SMILES	D1 antagonist	Glioma ERSR ind	LDHA block	D1 potentiator	D1 ag	D2 PAM	RXFP1 ag	Vif-A3F inh	Vif-APOBEC3G blk
CC1(C)CC(=O)C/C(=N/NC(=O)COc2ccc3ccccc3c2Br)C1	5	-4%	-4	-3	1	-1	17%	1%	-1%
O=C(NCc1ccc(F)cc1)C1CCN(S(=O)(=O)c2cccc3nonc23)CC1	3	-6%	-5	-5	-2	32*	3.4%	?	-9%
CC1CCCCC1NC(=O)COC(=O)c1ccc2c(c1)NC(=O)CS2 (centres undefined)	.	-3%	-2	.	.	.	.	2%	0%
CCCc1nnc(NC(=O)CCC(=O)Nc2ccc(Cl)cc2)s1	10	0%	-6	3	7	-15	-0.2%	3%	3%
COc1ccc(/C=C/c2c(-c3ccc(OC)cc3)sc3cc(OC)c(OC)cc23)cc1	.	-2%	0	.	.	.	.	0%	-2%
CC(C)(C)OC(=O)NCCNC(=O)c1cccs1	-2	1%	-1	1	3	-4	1.2%	-13%	1%
CCOC(=O)c1cccc(NC(=O)CCNS(=O)(=O)c2cc(Br)cnc2N)c1	3	-5%	-6	-7	4	-4	4.0%	-26%	-1%
COc1cccc(C2CC(=O)Nc3c2c(=O)n(C)c2nc4ccccc4n32)c1 (centres undefined)	-6	-3%	0	-5	-1	-7	4.4%	5%	-3%
O=C(Nc1ccncc1)c1cc(S(=O)(=O)N2CCCC2)ccc1Cl	.	-3%	-1	.	.	.	.	9%	-1%
CCn1c(=O)c2cc(C(=O)Nc3cc(F)ccc3F)sc2c2ccccc21	14	-3%	2	5	0	1	25%	-4%	-11%
COc1ccccc1NC(=O)CSc1oc(-c2ccco2)nc1S(=O)(=O)c1ccc(C)cc1	1	-3%	-3	0	6	-12	3.3%	1%	-7%
CCN1CCN(c2cc(-c3ccccc3)nc3cc(-c4cccc(F)c4)nn23)CC1	-11	-8%	0	3	1	-14	4.0%	?	-23%
Cn1c(SCC(=O)Nc2nnc(-c3ccccc3)o2)nnc1C1CC1	-4	4%	0	-1	0	-5	1.9%	-13%	-1%
O=C(NCc1cccs1)c1cnc(Cl)c(Cl)c1	6	0%	-3	-3	3	5	0.4%	-1%	-1%
CC1CCN(C(=O)c2[nH]cnc2C(=O)NCC(=O)OCc2ccccc2)CC1	-19	-4%	-18	-2	2	10	1.8%	4%	5%
CC(C(=O)Nc1nc2ccccc2s1)n1cc([N+](=O)[O-])cn1 (centres undefined)	-10	1%	-6	-2	21	.	0.7%	-44%	1%
CC(C(=O)NCc1ccco1)n1nc(-c2ccccc2)c2cc(Cl)ccc21 (centres undefined)	-11	0%	-7	-9	4	.	17%	-8%	-4%
CN(Cc1ccccc1)Cc1ccccc1C(O)c1ccccc1 (centres undefined)	.	-2%	3	.	.	.	.	0%	-2%
CC1(C)CC(=O)C=C(NCc2cccc(C(F)(F)F)c2)C1	5	-2%	-6	0	-1	-3	-1.0%	1%	-2%
CCOC(=O)c1cnn(-c2nc(SC)nc3sc4c(c23)CCCC4)c1N	-4	0%	-9	21	13	3	4.1%	-1%	-20%
CSC1=NCCN1C(=O)c1c(F)cccc1Cl	-4	-5%	-5	-9	0	-2	1.2%	-2%	-1%
CN1CCN(C2CCCCCC2)CC1	10	-2%	7	1	-2	-3	-1.8%	0%	2%
Cc1cc(CSc2ccccc2)ccc1NC(=O)COc1ccccc1C	-8	1%	-4	3	16	16	-1.6%	-3%	5%
Cc1ccc([N+](=O)[O-])c2c1C(N1CC(C)OC(C)C1)C(C)(C)O2 (centres undefined)	3	-4%	-5	-3	1	1	3.3%	-20%	-8%
CN1C(=S)SC(C)(C)C1NO (centres undefined)	-1	-5%	1	9	-1	7	-0.6%	-2%	-5%

(cont.)
SMILES	D1 antagonist	Glioma ERSR ind	LDHA block	D1 potentiator	D1 ag	D2 PAM	RXFP1 ag	Vif-A3F inh	Vif-APOBEC3G blk
Nc1nc(=S)c2ncn(C3OC(CO)CC3O)c2[nH]1 (centres undefined)	.	-6%	-4	.	.	.	.	-15%	0%
COc1cccc(-c2noc(CCC(=O)NC3CCCCC3)n2)c1	-3	-3%	0	-4	3	0	0.0%	2%	0%
Cn1c(=O)cc(SCC(=O)NCc2ccc(F)cc2)c2ccc(Cl)cc21	-5	-3%	-2	2	-2	-5	2.4%	-19%	-9%
CN(C)S(=O)(=O)c1ccc(NC(=O)COC(=O)Cn2[nH]c(=O)c3ccccc3c2=O)cc1	0	0%	-5	-4	1	-1	9.3%	2%	2%
COCCCn1c(SCC(=O)NC2CCCC2)nnc1-c1ccncc1	-7	-3%	-6	2	4	0	2.1%	-1%	-2%
CCC(=O)Nc1ccc(CC)cc1-c1nc2ccccc2n(CC(=O)Nc2ccccc2C)c1=O	0	-2%	-5	-1	-1	2	-4.1%	-4%	-5%
COc1cccc(OC)c1C(=O)NC(=S)Nc1ccc2oc(-c3ccncc3)nc2c1	-1	-2%	-1	3	3	5	1.0%	-5%	5%
N#Cc1cc([N+](=O)[O-])ccc1NC(=O)COC(=O)C12CC3CC(CC(C3)C1)C2	8	.	.	8	1	28	-1.4%	.	.
CC(NC(=O)Nc1ccccc1O)(C(F)(F)F)C(F)(F)F	-17	4%	17	-3	5	1	2.6%	-7%	-5%
CCOC(=O)C(=O)/C(=C\N(C)C)c1onc(-c2c(F)cccc2Cl)c1C(=O)OC	-7	-7%	-5	5	4	-1	2.2%	1%	-2%
O=C(Nc1nccc(-c2cccs2)n1)c1cccs1	-21	5%	-3	-3	0	0	1.2%	-5%	-21%
CC(=O)c1cccc(NC(=O)c2ccc(C)o2)c1	0	3%	2	-1	2	-2	-1.8%	4%	1%
COc1ccc(C2C(C(=O)c3ccc(C)o3)=C(O)C(=O)N2Cc2cccnc2)cc1 (centres undefined)	11	-2%	-1	.	5	2	?	4%	0%
COc1cc(Cn2c(-c3nonc3N)nc3ccccc32)ccc1C	14	-6%	0	-4	9	2	4.0%	0%	?
O=C(CCNC(=O)c1ccc([N+](=O)[O-])cc1)NNC(=O)c1ccccc1F	32	-2%	-8	.	13	6	-0.7%	0%	-6%
Cc1ccccc1-n1nc2c(c1NC(=O)c1c(-c3ccccc3Cl)noc1C)CSC2	-18	2%	-2	-1	3	9	0.3%	-1%	1%
O=C(CCc1nc2sc3c(c2c(=O)[nH]1)CCCC3)Nc1ccccc1Cl	-2	-2%	-6	-4	9	-1	1.3%	-26%	1%
CCOc1ccc(CCNC(=O)CS(=O)(=O)Cc2nc(-c3ccc(OC)cc3)oc2C)cc1	0&-4	-5%&-1%	-10&-10	-1&-4	19&10	24&-2	0.1%&6.6%	-10%&-19%	-2%&7%
CCOC(=O)[C@H]1[C@H]2COc3ccc(C)cc3[C@@H]2N2C(=O)CN(C)C(=O)[C@@]12C	.	-3%	2	.	.	.	.	10%	1%
O=C(CNC(=O)c1ccc(Cl)cc1)OCN1C(=O)c2ccccc2C1=O	.	-3%	-6	.	.	.	.	-4%	2%
CC(C)Cc1nn2c(=O)cc(COC(=O)c3ccc(NC(=O)C4CCCCC4)cc3)nc2s1	-4	-1%	?	0	0	1	-2.9%	2%	3%
CCc1ccc(NC(=O)Cn2c(=O)n(CCCCC(=O)NCc3ccc4c(c3)OCO4)c(=O)c3ccccc32)cc1	10	-1%	1	-1	5	-7	0.8%	?	-5%
CSCc1ccc(C(=O)NCc2ccc(C)cc2)cc1	-6	3%	-4	1	4	-11	0.4%	5%	1%
O=C(O)CSc1ccccn1	11	-8%	3	-5	1	4	-0.2%	0%	-2%
CC(C)NC(=O)c1sc2ncccc2c1-n1cccc1	-7	-4%	1	-3	2	-2	4.2%	5%	-4%

The listing continues.
SMILES	D1 antagonist	Glioma ERSR ind	LDHA block	D1 potentiator	D1 ag	D2 PAM	RXFP1 ag	Vif-A3F inh	Vif-APOBEC3G blk
CCOC(=O)C(=CNc1ncccc1C)C(=O)OCC	0	-3%	-2	-2	0	26	3.3%	-1%	-1%
COc1cc(NS(=O)(=O)c2ccc(NC(=O)c3ccco3)cc2)nc(OC)n1	2	-5%	-14	0	-1	.	1.6%	0%	2%
COc1ccc(C2CC(c3ccccc3)=NN2C(=O)COC(=O)c2cccc(S(=O)(=O)N(C)C)c2)cc1 (centres undefined)	-7	-4%	-9	-7	3	-5	0.3%	1%	-1%
NC(=O)c1cnn(-c2cccc(Cl)c2)c1N	-23	-5%	0	-2	3	-11	2.9%	4%	0%
COCCN(C(=O)CSc1nnc(-c2ccco2)n1C)c1c(N)n(CC(C)C)c(=O)[nH]c1=O	16	-3%	-9	-3	3	4	-0.5%	-16%	0%
Cn1c(N)c(N2CCCCC2)c(=O)n(CC(=O)Nc2cccc(C#N)c2)c1=O	.	-4%	-4	.	.	.	.	-8%	-2%
Cc1c(Cl)cccc1NC(=O)Cn1nnc2sc3c(c2c1=O)CCCC3	-6	-1%	-4	-3	1	12	0.7%	4%	3%
CCc1ccc(C(=O)COC(=O)CNC(=O)COc2ccccc2)cc1	2	-1%&-1%	-2&-8	-3	-1	-19	0.7%	0%	-1%&3%
Cc1ccc(NC(=O)C(NCc2ccccn2)c2ccccc2)cc1 (centres undefined)	-9	6%	-6	-3	0	.	-1.1%	-4%	-1%
CC(C)(C)C1CCC(=NNc2ccc(S(N)(=O)=O)cc2[N+](=O)[O-])CC1 (centres undefined)	4	-4%	1	-6	0	0	-0.4%	0%	-12%
S=C1NC2(CCCC2)Nc2ccccc21	-13	-3%	-6	-7	4	5	29%	4%	4%
C[C@@H]1CN([C@H](C)CO)C(=O)CCCn2nncc2CO[C@H]1CN(C)Cc1ccc2cccnc2c1	.	-6%	-5	.	.	.	.	-3%	4%

3 of the entries above in order of the LDHA block value, smallest number first:
molecule | LDHA block
COCCN(C(=O)CSc1nnc(-c2ccco2)n1C)c1c(N)n(CC(C)C)c(=O)[nH]c1=O | -9
Cn1c(N)c(N2CCCCC2)c(=O)n(CC(=O)Nc2cccc(C#N)c2)c1=O | -4
CC(C)(C)C1CCC(=NNc2ccc(S(N)(=O)=O)cc2[N+](=O)[O-])CC1 (centres undefined) | 1
